MOR-DOR ag – agonists of OPRM1-OPRD1 heterodimerization, primary screen, cell-based, luminescence. hit rate 0.3% among 340,000. cells. AID 504326, 2011. Mu-type opioid receptor (Homo sapiens) + Delta-type opioid receptor (Homo sapiens), …. activation, % at 9.3 µM; in the data active = activation above about 18%;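 note: 0% = vehicle-treated cells and 100% = reference agonist; values of inactives mirror those of a sister screen read the other way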
LANA DNA inh – inhibitors of KSHV C-LANA binding to DNA, primary screen, biochemical, fluorescence polarization, FAM-LBS DNA, MBP-C-LANA, single point. Kaposi's sarcoma herpesvirus LANA C-terminal domain (residues 932-1162) DNA binding. AID 504423, 2011. inhibition, % at 9 µM. hit rate 0.078% among 340,000;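 active = highest replicate inhibition at or above 60% at 9 µM, even if other replicates fall short; inactive = all replicates below 60% inhibition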;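 note: 0% = neutral control wells and 100% = 4 µM acridine orange control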
cardiac RTF act – cardiac RTF calcium sensitivity activators, primary screen, biochemical, IANBD-TnC fluorescence, EC20 calcium | IANBD-labeled TnC RTF fluorescence at EC20 calcium; 0% EC20 calcium, 100% full calcium | AID 493008, 2010 | Troponin I, cardiac muscle (Homo sapiens) + Troponin T, cardiac muscle (Homo sapiens) + … | hit rate 0.24% among 340,000 | activation, % at 7.2 µM;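 active = activation above the mean over all tested compounds plus 3 SD, cut at about 30% in these data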;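 note: rise in fluorescence read as greater calcium sensitivity of cardiac thin filaments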
Pemphigus Ab inh – inhibitors of pemphigus antibody binding to DSG3, primary screen, biochemical, bead-based, flow cytometry, scFv-GFP; AID 588358, 2011; Desmoglein-3 (Homo sapiens), P32926; hit rate 0.48% among 310,000; DSG3-coupled beads, scFv-anti-DSG3-GFP binding; active compounds read low; binding (percent of control), % at 10 µM;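 active = binding more than 3 SD below its plate's average and above zero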;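 note: hits lower antibody fragment binding to DSG3; some compounds called inactive have numbers as strong as hits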
Cardiac RTF inh – cardiac RTF calcium sensitivity inhibitors, primary screen, biochemical, IANBD-TnC fluorescence, EC70 calcium | Troponin I, cardiac muscle (Homo sapiens) + Troponin T, cardiac muscle (Homo sapiens) + … | IANBD-labeled cardiac RTF, Ca2+ fluorescence | inhibition, % at 7.15 µM | hit rate 0.12% among 340,000 | AID 493244, 2011;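 active = inhibition above the mean inhibition of all tested compounds plus 3 SD, cut at about 17% in these data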;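 note: assay run at fixed EC70 calcium of 1.6 mM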
MOR-DOR inv ag – inverse agonists of MOR-DOR heterodimerization, primary screen, cell-based, luminescence. hit rate 0.21% among 340,000. cell-based MOR-DOR heterodimer luminescence, inverse agonism. inhibition, % at 9.3 µM. AID 504357, 2011; in the data active = inhibition above about 22%, passing the limit was not always enough;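 note: 0% = cells with DMSO and 100% = wells without cells with DMSO; values of inactives mirror those of a sister screen read the other way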
Arr AP2 block – inhibitors of beta-arrestin/AP2 binding, primary screen, biochemical, GPCR trafficking, flow cytometry. FITC-arrestin peptide / GST-AP2 beads; AP2 beta2 appendage carries R879A mutation. hit rate 0.31% among 340,000. beta-arrestin 1 C-terminal peptide binding to AP2 beta2-adaptin appendage (human). inhibition, % at 10 µM;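 active = inhibition above a set limit, near 3 SD of compounds lacking own fluorescence, cut at about 54% in these data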;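 note: plate controls were DMSO wells for no effect and 5 µM unlabelled arrestin peptide for full effect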
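test system = AP2 appendage R879A on GSH beads | buffer or medium = PBS plus Tween 20 (0.05%) and BSA (0.1%) | incubation = 12 min plus 1 h, RT | detection = bead flow cytometry, FITC channel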
V-ATPase pHluor – regulators of yeast V-ATPase proton pumping, primary screen, pHLuorin cytosolic pH fluorescence; S. cerevisiae; response, % at 10 µM; hit rate 0.37% among 350,000; AID 504577, 2011; in the data active = response mostly above about 7.3%, no sharp cut-off; inactive = mostly below about 5.4%; note: actives read high; inactives centre near 0; some compounds called inactive have numbers as strong as hits; reference of the scale not given here
Wnt act – Wnt/beta-catenin pathway activators, primary screen, cell-based, plate reader, single point; Wnt/beta-catenin reporter cell assay, activator; activation, % at 9.35 µM; hit rate 1.2% among 300,000; AID 743398, 2014; in the data active = activation above about 30%, passing the limit was not always enough;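 note: 0% = neutral control wells and 100% = positive control wells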
Keap1-Nrf2 PPI – Keap1-Nrf2 protein-protein interaction inhibitors, primary screen, biochemical, fluorescence polarization, single point; Keap1 Kelch-Nrf2 peptide fluorescence polarization, 1536-well; inhibition, % at 9.4 µM; hit rate 0.15% among 340,000; in the data active = inhibition above about 12%;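 note: human Keap1 Kelch domain with fluorescein labeled Nrf2 9mer peptide probe; 0% = neutral control wells and 100% = peptide positive control; higher means more block of Keap1 binding to Nrf2 peptide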
Target sequence (Q14145 whole entry, looked up, the tested form may be a part): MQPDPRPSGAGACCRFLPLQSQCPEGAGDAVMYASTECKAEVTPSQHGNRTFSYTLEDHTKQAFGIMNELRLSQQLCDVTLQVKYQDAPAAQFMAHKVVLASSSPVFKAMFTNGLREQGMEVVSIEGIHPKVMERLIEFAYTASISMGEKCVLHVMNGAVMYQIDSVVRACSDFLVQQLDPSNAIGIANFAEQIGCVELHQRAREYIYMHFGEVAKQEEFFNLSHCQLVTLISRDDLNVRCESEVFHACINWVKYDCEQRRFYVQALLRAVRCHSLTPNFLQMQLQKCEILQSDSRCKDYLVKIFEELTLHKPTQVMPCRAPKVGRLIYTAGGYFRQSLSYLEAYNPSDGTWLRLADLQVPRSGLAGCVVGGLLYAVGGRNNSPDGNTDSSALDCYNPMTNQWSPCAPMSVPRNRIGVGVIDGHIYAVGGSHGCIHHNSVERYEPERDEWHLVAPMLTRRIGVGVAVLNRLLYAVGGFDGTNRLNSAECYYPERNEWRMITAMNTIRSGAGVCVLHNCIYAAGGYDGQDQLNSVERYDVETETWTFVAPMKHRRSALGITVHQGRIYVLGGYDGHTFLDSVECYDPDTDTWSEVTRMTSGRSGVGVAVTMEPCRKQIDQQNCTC
Active calls of the source: *; / = not tested or not shown.

SMILES	MOR-DOR ag	LANA DNA inh	cardiac RTF act	Pemphigus Ab inh	Cardiac RTF inh	MOR-DOR inv ag	Arr AP2 block	V-ATPase pHluor	Wnt act	Keap1-Nrf2 PPI
Cc1cccc(NS(=O)(=O)c2ccc3[nH]c(=O)cc(C(=O)O)c3c2)c1	0.9	1.3	6	107	1	-5	34	-3	1	-2
Cc1ccc(C)c(CSC2=NCCN2C(=O)Cc2ccc([N+](=O)[O-])cc2)c1	-0.8	3.1	5	98	0	4	4	1	-4	-3
CCOc1ccc(CC(=O)N2CCN=C2SC)cc1	-3.0	0.1	-2	103	-23	16	-9	3	1	0
Cc1cc([N+](=O)[O-])ccc1-c1ccc(C2Nc3ccccc3C(=O)N2O)o1 (centres undefined)	0.1	-3.0	8	99	-1	-1	3	-1	-3	-4
C=CCn1c(N)cc(=O)nc1SCC(=O)Nc1ccccc1C(N)=O	-1.2	0.2	-3	78	1	6	27	-1	0	2
CN(C)C(=S)SCC(=O)NC(=O)NC(C)(C)C	-2.4	8.4	6	92	2	11	18	4	-1	0
O=C(CCn1c(=O)sc2ccccc21)NCc1ccco1	-1.2	-0.7	4	102	-1	7	0	-2	-1	-4
CC(NC(=O)COC(=O)CN1C(=O)c2ccccc2C1=O)c1ccccc1 (centres undefined)	-3.6	-0.1	0	99	-3	14	-14	-1	3	1
O=C(Nc1cccc(NC(=O)c2ccco2)n1)c1ccco1	-3.0	-2.2	-8	116	-1	14	41	-3	2	-4
CCn1c(-c2cc(-c3cccc(OC)c3)nc3ccccc23)n[nH]c1=S	0.9	-1.1	-2	101	-8	-5	-3	-1	-1	2
O=C(Nc1ccccc1)N1CCc2ccccc21	-1.4	-0.7	5	/	4	8	25	0	27	4
COC(=O)C1=C(C(=O)OC)[C@@H]2N(Cc3ccccc3)c3ccccc3[C@@]23C[C@@H](C(=O)OC)N(C(=O)NC(C)(C)C)C3=N1	-3.1	-0.7	-2	103	10	17	8	-4	1	-4
O=C(CCCCCN1C(=O)c2ccccc2C1=O)NC1CCCC1	-2.9	-0.8	-3	/	-5	12	4	3	/	-6
CC(=O)c1cccc(-n2nnnc2SCC(=O)NNC(=O)C(C)C)c1	-2.1	0.4	6	98	-6	10	5	0	-1	-7
CCCCN(CC)C(=O)Cn1ncc2c3ccccc3n(CCC)c2c1=O	-3.4	-1.2	-4	/	-2	15	-1	2	3	-2
CCc1cc(C(=O)N2CCN(S(=O)(=O)c3ccccc3F)CC2)sc1C	-1.1	-1.2	3	98	-2	5	-4	2	-3	-4
CCOC(=O)C1(CC2CCCCO2)CCN(C(=O)Nc2cccc(SC)c2)CC1 (centres undefined)	0.2	3.6	-2	95	1	-1	5	2	-2	-2
COc1cc(SSc2cc(OC)cc([N+](=O)[O-])c2N)c(N)c([N+](=O)[O-])c1	-1.4	2.5	9	101	-1	6	34	-1	1	-4
N#C/C(=C\c1cc2ccccc2nc1N1CCCCC1)C(N)=O	4.7	-0.3	7	122	10	-26	-2	3	-1	-6
Nc1nc(Nc2ccccc2)n[nH]1	-1.3	-0.7	-5	82	-6	7	-2	2	3	-5
COc1cc(C(=O)O)cc(NC(=O)c2ccco2)c1OC	-2.9	-0.3	-3	97	4	16	-2	0	-1	-2
C=CCN(CC=C)CC(=O)Nn1c(C)ccc1C	-3.1	2.4	-7	93	4	16	4	0	-1	-2
Cc1ccc2[nH]c(C)c(CCNC(=O)c3cc4cc([N+](=O)[O-])ccc4oc3=O)c2c1	-2.8	-0.5	2	97	-6	13	10	-1	/	-4
O=C(NCc1ccccc1)C(c1cccs1)N(Cc1cccs1)C(=O)c1cnccn1 (centres undefined)	-1.4	-0.4	-5	100	-7	7	3	0	/	0
CCC(C)NC(=O)CCSCCC(=O)NC(C)CC (centres undefined)	-2.3	1.0	3	/	6	12	-3	0	-2	-4
Cc1ccc2nc(-c3ccc(NS(=O)(=O)c4ccc(F)cc4)cc3)sc2c1	5.8	-0.7	-4	89	-4	-38	33	-2	44*	3
CC(C)(C)S(=O)N1Cc2cc(CO)cc(-c3ccccc3)c2[C@H]1CCO (some centres undefined)	-2.3	-0.4	5	109	-10	11	0	2	-1	-10
COc1ccc([C@@H]2[C@@H]3C(=O)N(C(C)(C)C)C(=O)[C@@H]3[C@]3(C)C(=O)N(c4cccc(Cl)c4)C(=O)N23)cc1	-2.2	2.5	3	99	-1	13	-17	-1	-3	3
Cn1c(CNC(=O)c2ccccc2)nnc1SCC(=O)Nc1nccs1	-0.9	1.9	0	97	-1	5	13	-1	-3	3
CN(CCn1ccnc1)Cc1cn(-c2ccccc2)nc1-c1ccc2c(c1)OCO2	-3.4	1.9	1	/	-7	16	7	1	1	-4
CCOc1c2ccc(C(=O)N[C@H](C)C3CCCCC3)cc2nn1CC	-1.7	-0.6	-3	102	7	10	24	2	-1	-2
Cc1ccccc1C(=O)N1CCN(c2ccc(NC(=S)NC(=O)c3ccco3)cc2)CC1	-0.9	0.1	2	98	3	5	7	-5	-3	0
O=C(COC(=O)c1ccccc1C(F)(F)F)NC(=O)NCc1ccco1	-2.0	-1.2	-1	95	4	9	-3	2	6	-3
COc1ccc(C=O)cc1C1=CC(=O)C[C@H](c2ccc(Cl)cc2)C1	-3.3	-0.5	0	/	-15	15	-7	2	2	-5
Cc1ccc(-n2c([C@@H]3C[C@H]3c3ccccc3)n[nH]c2=S)cc1	-0.2	-0.2	9	101	3	1	-10	4	0	-3
CCC(=O)NC(=S)Nc1ccc(NC(=S)NC(=O)c2ccc(C)cc2)cc1	-2.0	0.2	-2	103	1	10	6	5	-3	-2
COc1ccccc1C(=O)NCC(c1ccco1)N1CCc2ccccc21 (centres undefined)	-1.1	-1.8	2	97	-5	7	5	-3	-6	-4
O=S(c1ccsc1)c1ccsc1	-3.3	-2.0	-1	100	-1	18	1	0	/	-7
CCOC(=O)C1CCCN(C(=O)c2ccc(S(=O)(=O)NCc3ccco3)cc2)C1 (centres undefined)	-1.2	-0.5	10	100	1	8	24	11	-1	2
Cc1cc2c(cc(C(=O)OC(C)C(=O)NCc3ccccc3)n2C)o1 (centres undefined)	-2.9	-0.8	-7	86	4	15	42	1	-4	2
N=c1c(-c2nc3ccccc3[nH]2)cc(C(=O)c2ccco2)nn1-c1ccccc1	14	0.1	1	97	0	-69	-9	-3	21	-3
C[C@H](NS(=O)(=O)c1ccccc1)C(=O)N1CCN(C(c2ccccc2)c2ccccc2)CC1	2.2	-1.6	-8	89	-5	-11	17	8	-3	-2
CC(Sc1ccc(S(=O)(=O)N2CCN(C)CC2)cn1)C(=O)NC1(C#N)CCCCC1 (centres undefined)	-4.6	0.9	2	98	8	22	-4	-8	0	2
CCOc1ccccc1NC(=O)CCc1nnc2ccc(N3CCC(C)CC3)nn12	17	1.6	-3	99	-2	-94	14	-3	-4	-4
Oc1c(N=NC(=S)Nc2ccccc2F)c2ccccc2n1Cc1ccc(F)cc1	4.7	0.4	19	93	-17	-25	31	5	-1	-2
CC(=O)c1ccccc1N(C(=O)Cn1nnc2ccccc21)C(C(=O)NCC1CCCO1)c1ccc(N2CCOCC2)cc1 (centres undefined)	-1.7	0.3	4	103	2	9	41	0	0	1
O=S(=O)(NCc1ccncc1)c1ccc(Br)s1	-1.4	1.0	-3	97	-2	7	39	-2	/	-3
Cc1ccc(CNC(=O)/C=C/c2ccc(Br)o2)cc1	0.4	0.1	-6	92	-5	-3	33	0	1	-2
CN1CCN(C(=O)CCCOc2ccc(Cl)cc2Cl)CC1	-0.2	0.1	-3	104	0	1	40	7	-5	-2
COc1ccc(-n2nnnc2CNC(=O)C(=O)c2c(C)[nH]c3ccccc23)cc1	-0.5	-2.0	2	99	-13	4	-11	0	1	1
COc1ccc(C(=O)N2CCn3c(C)ccc3C2C)cc1 (centres undefined)	11	7.7	4	126	-13	-56	-1	-2	/	4
O=S(=O)(Nc1ccccn1)c1ccc(Oc2ccccc2)cc1	-1.3	0.0	-1	102	-6	8	1	8	0	-6

Ten successive entries out of the list so far:
SMILES	MOR-DOR ag	LANA DNA inh	cardiac RTF act	Pemphigus Ab inh	Cardiac RTF inh	MOR-DOR inv ag	Arr AP2 block	V-ATPase pHluor	Wnt act	Keap1-Nrf2 PPI
CC(Sc1ccc(S(=O)(=O)N2CCN(C)CC2)cn1)C(=O)NC1(C#N)CCCCC1 (centres undefined)	-4.6	0.9	2	98	8	22	-4	-8	0	2
CCOc1ccccc1NC(=O)CCc1nnc2ccc(N3CCC(C)CC3)nn12	17	1.6	-3	99	-2	-94	14	-3	-4	-4
Oc1c(N=NC(=S)Nc2ccccc2F)c2ccccc2n1Cc1ccc(F)cc1	4.7	0.4	19	93	-17	-25	31	5	-1	-2
CC(=O)c1ccccc1N(C(=O)Cn1nnc2ccccc21)C(C(=O)NCC1CCCO1)c1ccc(N2CCOCC2)cc1 (centres undefined)	-1.7	0.3	4	103	2	9	41	0	0	1
O=S(=O)(NCc1ccncc1)c1ccc(Br)s1	-1.4	1.0	-3	97	-2	7	39	-2	/	-3
Cc1ccc(CNC(=O)/C=C/c2ccc(Br)o2)cc1	0.4	0.1	-6	92	-5	-3	33	0	1	-2
CN1CCN(C(=O)CCCOc2ccc(Cl)cc2Cl)CC1	-0.2	0.1	-3	104	0	1	40	7	-5	-2
COc1ccc(-n2nnnc2CNC(=O)C(=O)c2c(C)[nH]c3ccccc23)cc1	-0.5	-2.0	2	99	-13	4	-11	0	1	1
COc1ccc(C(=O)N2CCn3c(C)ccc3C2C)cc1 (centres undefined)	11	7.7	4	126	-13	-56	-1	-2	/	4
O=S(=O)(Nc1ccccn1)c1ccc(Oc2ccccc2)cc1	-1.3	0.0	-1	102	-6	8	1	8	0	-6

Screening data deposited in PubChem BioAssay by several laboratories.
